PP5 primary: PP5 phosphatase inhibitors, primary screen, biochemical, fluorescence; Serine/threonine-protein phosphatase 5 (Homo sapiens), P53041; purified PP5c, OMFP substrate fluorescence; inhibition, % at 6.7 µM; 0.18% of 320,000 active; AID 1987, 2009;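 active means inhibition above the campaign's mean inhibition across all tested compounds plus 3 SD, cut at about 9.5% in these data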;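 further: 0% = DMSO only and 100% = 100 µM cantharidin control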
Fh CTSL1 inh: Fasciola hepatica cathepsin L1 inhibitors, primary screen, counter-screen for PFM18AAP inhibitor project, biochemical, QFRET, fluorogenic peptide substrate. recombinant F. hepatica cathepsin L1, Z-Leu-Arg-MCA fluorescence. inhibition, % at 5.96 µM. 0.49% of 300,000 active;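 active means inhibition above the mean of all tested compounds plus 3 SD, set per screening campaign, cut at about 17% in these data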;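 further: 0% = plate median of test compound wells and 100% = 1 µM Z-Phe-Ala-diazomethylketone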
PREPL inh: PREPL enzyme inhibitors, primary screen, biochemical, fluorescence polarization; Prolyl endopeptidase-like (Homo sapiens), Q4J6C6; AID 2751, 2010; 0.68% of 320,000 active; inhibition, % at 5.96 µM; recombinant PREPL, fluorescence polarization activity-based probe; in the data active means inhibition above about 43%;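 further: 0% = enzyme with DMSO and 100% = wells lacking enzyme; many of its hits are not listed in these tables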
Target sequence (Q4J6C6 whole entry, looked up): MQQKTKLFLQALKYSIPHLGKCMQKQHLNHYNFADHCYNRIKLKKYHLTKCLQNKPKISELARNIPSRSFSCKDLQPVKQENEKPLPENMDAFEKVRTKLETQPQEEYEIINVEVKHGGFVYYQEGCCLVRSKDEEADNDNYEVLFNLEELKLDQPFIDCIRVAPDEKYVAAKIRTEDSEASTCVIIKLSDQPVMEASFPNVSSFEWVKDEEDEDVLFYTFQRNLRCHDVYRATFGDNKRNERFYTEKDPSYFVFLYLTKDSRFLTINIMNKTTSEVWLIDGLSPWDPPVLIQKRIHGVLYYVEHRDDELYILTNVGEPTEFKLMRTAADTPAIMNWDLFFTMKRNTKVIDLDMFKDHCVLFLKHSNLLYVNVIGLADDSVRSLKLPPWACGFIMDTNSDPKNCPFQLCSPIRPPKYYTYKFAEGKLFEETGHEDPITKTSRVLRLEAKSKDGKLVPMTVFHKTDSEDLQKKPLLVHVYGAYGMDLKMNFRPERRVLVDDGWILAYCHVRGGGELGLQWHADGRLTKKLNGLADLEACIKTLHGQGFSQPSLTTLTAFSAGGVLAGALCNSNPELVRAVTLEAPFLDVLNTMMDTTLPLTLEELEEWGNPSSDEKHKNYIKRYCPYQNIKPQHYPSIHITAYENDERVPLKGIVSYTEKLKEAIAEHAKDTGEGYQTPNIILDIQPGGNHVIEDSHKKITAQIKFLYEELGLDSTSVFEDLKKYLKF
Efflux pump inh: inhibitors of Candida efflux pumps in yeast, primary screen, S. cerevisiae, Nile Red, multiplex; S. cerevisiae Candida pump triplex; inhibition, % at 10 µM; 0.44% of 330,000 active; AID 485275, 2010;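 active means plate passing quality check with inhibition over a set limit, or well fluorescence over plate mean plus 4 SD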;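 further: Nile Red retained in pooled yeast measured as flow cytometry median fluorescence; 0% = buffer negative control and 100% = Enniatin B positive control; higher means more Nile Red kept so more efflux inhibition; some compounds called inactive have numbers as strong as hits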
core dimer inh: inhibitors of HCV core protein dimerization, primary screen, biochemical, TR-FRET, high-throughput; TR-FRET GST/Flag-core106 dimerization, 1536-well; inhibition, % at 5 µM; 0.33% of 300,000 active; AID 1899, 2009;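 active means inhibition above the mean of all tested compounds plus 3 SD, set per screening campaign, cut at about 45% in these data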
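Assay system: Tagged HCV core106 pair (GST and Flag) | Buffer or medium: KF-containing HEPES buffer, pH 7.45, DTT, CHAPS, BSA | Also added: Eu donor and XL665 acceptor anti-tag antibodies | Dosing: One concentration, 5 µM, in 0.5% DMSO | Timing: 4 h at 22.5 °C | Technique: TR-FRET 671 and 617 nm emission | Repeats: Singlicate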
PP1 counter: PP1-alpha phosphatase inhibitors, primary screen, counter-screen for PP5 inhibitor project, biochemical, fluorescence, OMFP substrate, single point; inhibition, % at 6.7 µM; purified PP1alpha; 0.9% of 320,000 active; AID 2235, 2010; Serine/threonine-protein phosphatase PP1-alpha catalytic subunit (Homo sapiens), P62136;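 active means inhibition above the mean inhibition of all tested compounds plus 3 SD, computed separately for each screening campaign, cut at about 15% in these data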
ZTA DNA inh: counter-screen for EBNA-1 inhibitors: inhibitors of Epstein-Barr virus ZTA. inhibition, % at 11 µM. 0.15% of 320,000 active. ZTA-DNA binding, fluorescence polarization. P03206. AID 2234; in the data active means inhibition above about 33%
Target sequence (P03206 whole entry, looked up): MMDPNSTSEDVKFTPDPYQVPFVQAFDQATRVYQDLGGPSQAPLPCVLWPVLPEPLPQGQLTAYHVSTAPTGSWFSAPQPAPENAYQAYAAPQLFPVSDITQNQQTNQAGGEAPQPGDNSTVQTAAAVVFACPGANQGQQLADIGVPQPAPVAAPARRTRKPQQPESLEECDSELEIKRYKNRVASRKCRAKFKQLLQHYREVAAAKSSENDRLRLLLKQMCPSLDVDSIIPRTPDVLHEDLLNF
TPT1 inhibitor: Candida albicans TPT1 enzyme inhibitors, primary screen, biochemical, fluorescence polarization. inhibition, % at 5 µM. tRNA 2'-phosphotransferase TPT1 (Candida albicans SC5314). 0.81% of 300,000 active. recombinant caTPT1, FP RNA substrate dephosphorylation;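 active means inhibition above the mean of all tested compounds plus 3 SD, set per screening campaign, cut at about 24% in these data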;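 further: plate controls were DMSO alone for no effect and ferristatin control at 100 nM for full effect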
EBNA-1 inhibitor: EBNA-1 DNA-binding inhibitors, primary screen, biochemical, fluorescence polarization; 0.34% of 300,000 active; AID 1950, 2009; inhibition, % at 14.8 µM; in the data active means inhibition above about 28%
Starred values were filed as active, the others as inactive; . = not tested or not shown.

SMILES	PP5 primary	Fh CTSL1 inh	PREPL inh	Efflux pump inh	core dimer inh	PP1 counter	ZTA DNA inh	TPT1 inhibitor	EBNA-1 inhibitor
Fc1ccc(-c2[nH]ncc2CN(CC2CCC2)CC2CCCO2)c(F)c1 (stereo not given)	1.9	4	-7	0.4	-3	-2	-10	-1	-10
CSCCCN1CC[C@@H](N2CCN(c3ccccc3F)CC2)[C@H](O)C1	1.6	-1	3	0.3	-1	-2	-6	-2	-6
Cc1cc(C)[n+](-c2ccc(Oc3ccccc3)c(S(=O)(=O)[O-])c2)[nH]1	0.5	-7	-12	0.1	5	-5	-10	1	-5
COc1ccc(-n2nc(C(=O)NCC(=O)N3CCN(c4ccccc4F)CC3)c3ccccc3c2=O)cc1OC	-1.3	-1	26	0.2	9	2	5	4	-9
N#CCCn1c(SCC(=O)NCCc2ccc(F)cc2)nc2ccccc21	2.3	-2	-6	0.0	1	2	-7	-6	-8
Cc1cccc(-c2nsc(SCC(=O)Nc3cc(C)on3)n2)c1	0.2	-2	-4	0.1	-2	5	8	-2	-1
COc1ccc(C(C)=O)cc1CSc1nncn1-c1ccccc1	-6.0	17	-1	-0.1	-14	0	7	0	6
O=[N+]([O-])c1cccc(S(=O)(=O)NCC2CC3CCC2C3)c1 (stereo not given)	3.9	-6	6	0.2	10	-3	-10	-5	-13
CCC1CCCCN1Cc1ccc(OC)c(C)c1 (stereo not given)	3.0	-2	5	0.2	-6	4	1	-3	-15
O=C(O)c1ccc(NC(=S)NC2CCCCC2)cc1	1.1	-1	3	0.6	4	1	-1	-2	3
COc1ccccc1S(=O)(=O)N1CCN(S(=O)(=O)c2cccs2)CC1	-0.6	.	16	-0.1	.	-2	-3	.	.
COc1ccc(Br)cc1/C(C)=N/NC1=NCCN1	0.6	0	6	0.1	-8	2	-4	-2	-5
O=C(NCCc1c[nH]c2ccccc12)C1Cc2ccccc2CN1C(=O)c1ccco1 (stereo not given)	4.2	1	9	0.3	27	-6	1	1	-13
Cc1noc(C)c1S(=O)(=O)N1Cc2ccccc2CC1C(=O)N(C)C (stereo not given)	2.3	-2	-3	0.0	0	-4	-12	-5	-1
COc1ccc(-c2csc(N(CCCN3CCOCC3)C(=O)CCl)n2)cc1	0.5	0	-6	-0.1	-1	-4	4	-2	4
CCCc1cc(=O)[nH]c(SCc2ccc(Cl)cc2)n1	0.9	0	6	-0.1	8	-2	22	0	10
O=C(Cn1nc(-c2ccc(F)cc2)ccc1=O)Nc1ccc2c(c1)OCCO2	3.7	-2	-7	0.0	1	1	0	3	-11
C/C(=N\OC(=O)NC1CCCCC1)c1sc(-c2ccccc2)nc1C	3.3	0	4	0.0	4	0	-2	1	-3
O=C(c1cc(Cl)nc2ccccc12)N1CCN(S(=O)(=O)c2cccc(F)c2)CC1	0.8	5	7	0.1	-1	-6	7	1	-11
CC1(C)Cc2c(sc3c2C2=NCCN2C=N3)CO1	-2.1	-1	11	-0.1	-2	-3	0	-2	-2
COc1cc(/C=C2\SC(=S)N(CCC(=O)Nc3ccc(O)cc3)C2=O)cc(OC)c1OC	1.8	1	14	0.0	0	5	-3	0	-1
COc1ccc(CNC(=O)CCn2c(=O)oc3ccccc32)cc1	-0.1	1	-2	0.0	-3	3	3	0	6
O=C(Nc1cccnc1)c1ccccc1Cl	0.9	3	4	0.0	7	-3	1	-1	-5
Cc1ccc(NC(=O)c2ccc(C)c(S(=O)(=O)N3CCOCC3)c2)nc1	1.4	-1	-2	0.0	1	-3	11	3	-5
COc1ccc(CNCC2COc3ccccc3O2)cc1 (stereo not given)	-1.7	-6	-23	2.7	1	-2	-10	-2	-17
CC(C)c1ccccc1OCCNC(=S)NC(=O)c1cccnc1	4.4	3	-11	0.1	2	2	-8	0	3
COc1ccc([N+](=O)[O-])cc1NC(=O)C1CCCNC1=O (stereo not given)	-0.7	9	15	0.5	-1	-1	-5	2	2
CCOC(=O)C1(C)Oc2ccc(S(=O)(=O)CC)cc2NC1=O (stereo not given)	-1.4	0	-3	0.0	1	-5	-1	-2	-3
Cc1ccc(S(=O)(=O)NNC(=O)c2cc3cc4ccccc4nc3s2)cc1	1.4	4	-38	0.0	7	-1	-4	-3	7
CCOc1ccccc1C(=O)Nc1nnc(Cc2ccc(OC)c(OC)c2)s1	3.8	-1	-19	0.2	5	6	10	6	1
COC(=O)c1ccc(CN2CCc3ccccc32)cc1	5.3	-1	3	0.1	-4	0	-3	-1	-7
COc1ccccc1N1CCN(C(=O)CCS(=O)(=O)c2ccc3c(c2)oc(=O)n3C)CC1	0.1	-3	-1	0.0	-2	1	-8	2	-15
CN(C(=O)COC(=O)c1cc(S(=O)(=O)N2CCCCC2)ccc1N1CCOCC1)C1CCS(=O)(=O)C1 (stereo not given)	-1.9	-6	-5	-0.1	3	-3	-2	3	1
CCN(CC)CCOC(=O)c1ccccc1Br	1.8	1	17	0.0	0	-4	-6	6	-16
O=C(COc1cccc2ccccc12)NCc1cccnc1	0.1	-2	4	0.1	-2	-2	15	-4	9
O=C1C=C(c2ccccc2)C[C@H](c2cccs2)[C@H]1n1cnc([N+](=O)[O-])c1	-0.7	0	42	-0.1	8	0	8	-3	11
Cc1nc(/N=C\c2ccc(N(C)C)cc2)sc1C	-0.1	-2	4	0.0	2	-1	7	-1	-1
COc1ccc(C(=O)c2ccc(OC)cc2O)c(O)c1	0.1	5	7	0.0	8	-1	-2	-6	2
CC(NC(=O)c1cc(Br)ccc1Br)c1ccccc1 (stereo not given)	-2.3	3	15	0.0	-2	-5	5	-3	-2
COc1ccc(CNC(=O)CN2C(=O)CSc3ccc(S(=O)(=O)N4CCOCC4)cc32)c(OC)c1	1.5	-1	7	0.4	-7	2	9	-2	-9
O=C(Nc1cccc(Cl)c1)Nc1cc(S(=O)(=O)N2CCCCC2)ccc1Cl	7.2	-3	-21	0.1	5	-1	-10	2	-12
COc1ccccc1N1CCN(C(CNC(=O)c2ccc3c(c2)OCO3)c2cccnc2)CC1 (stereo not given)	1.9	5	3	0.1	1	-1	-8	0	0
CC(C)CCOP(=O)(c1ccc(N(C)C)cc1)C(O)c1ccc(N(C)C)cc1 (stereo not given)	3.1	3	29	-0.1	5	6	-4	-2	8
CC(C(=O)NC(C)(C)C)N(C(=O)CS(=O)CC(=O)Nc1ccc(F)cc1)C1CCCC1 (stereo not given)	1.2	0	5	0.1	-12	-2	8	4	-3
Cc1sc2nc(C(C)C)nc(SCC(=O)NC3CC3)c2c1C	2.5	1	4	0.1	-3	3	69*	-2	129*
C=CCO/N=C(/C)c1ccc(Oc2cnccn2)cc1	0.2	-1	3	0.0	-1	-1	2	2	-2
COc1cc(OC)cc(C(=O)N2CCN=C2SCc2cccnc2)c1	-0.7	0	-4	0.0	-3	-3	2	-4	1
COC(=O)CN1C(=O)C(O)(CC(=O)c2ccccc2)c2ccccc21 (stereo not given)	3.5	-3	-3	0.1	-3	-4	3	1	-12
Cc1cccc(NC(=S)NC2CC3CCC(C2)N3Cc2ccco2)c1 (stereo not given)	1.1	-3	7	0.1	-2	0	-16	2	-8
Cc1ccc(NC(=O)CCN2C(=O)C3C4CCC(C4)C3C2=O)cc1[N+](=O)[O-] (stereo not given)	2.4	-3	14	0.2	2	-2	5	5	-3
COc1cccc(N=NC2C(=O)N(C(N)=S)N=C2C)c1 (stereo not given)	3.4	2	14	-0.1	-9	0	-10	-1	-8
CCCN1CCN(C(=O)c2ccc(Sc3ccc(C)cc3)c(NC(C)=O)c2)CC1	1.5	2	7	0.4	1	0	5	4	-9
CCc1ccc(-c2cc(C)no2)cc1S(=O)(=O)N1CCN(c2cccc(C)c2C)CC1	4.0	-2	-17	0.2	12	6	4	-1	6
O=C(c1cccc(C(F)(F)F)c1)N1CCc2c([nH]c3ccccc23)C1C(F)(F)F (stereo not given)	5.9	1	20	0.0	-5	0	-4	-4	-2
Cc1cccc(C)c1OCCCn1ccnc1	-0.5	-3	0	0.0	-4	3	-6	0	-8
CNC(=O)COC(=O)c1ccc([N+](=O)[O-])cc1Cl	2.7	18*	-2	-0.1	-5	-4	-23	-1	-2
O=C(NNC(=O)c1sccc1-n1cccc1)c1ccc(Cl)cc1	1.3	5	2	-0.1	-4	-1	-15	0	5
COc1ccc(-c2noc(C(=O)NCc3ccccc3Cl)n2)cc1OC	2.9	-1	-11	-0.4	6	-1	-8	-1	3
Cc1nnsc1C(=O)N1CCN(c2ccc(C#N)cn2)CC1	-0.7	-2	3	0.1	1	-7	21	0	3
CCC(=O)c1ccc(OCC(=O)Nc2ccccc2C(=O)NC2CC2)cc1	-0.9	.	8	0.1	.	-5	-5	.	.

Records listed above printed as active in EBNA-1 inhibitor:
canonical_smiles	PP5 primary	PREPL inh	Efflux pump inh	core dimer inh	TPT1 inhibitor	EBNA-1 inhibitor
Cc1sc2nc(C(C)C)nc(SCC(=O)NC3CC3)c2c1C	2.5	4	0.1	-3	-2	129*

(cont.)
SMILES	PP5 primary	Fh CTSL1 inh	PREPL inh	Efflux pump inh	core dimer inh	PP1 counter	ZTA DNA inh	TPT1 inhibitor	EBNA-1 inhibitor
CCOC(=O)N1CCN(C(=O)COc2ccc(Cl)c(C)c2)CC1	-0.3	-2	-12	0.2	4	-6	-2	3	-4
NC(=O)c1ccccc1NC(=O)COC(=O)C1(c2ccccc2)CC1	1.7	10	14	0.1	2	-4	-13	1	-2
CCOC(=O)c1csc(NC(=O)COc2ccc(Cl)cc2Cl)n1	-0.5	0	-22	0.6	0	6	8	3	-10
CSc1cccc(N2CC(C(=O)NCCC3=CCCCC3)CC2=O)c1 (stereo not given)	3.7	1	-6	0.0	-1	-6	-12	1	-6
CN(C)c1ccc(C=C2C(=O)OC3(CCCC3)OC2=O)cc1	1.9	7	1	0.0	3	-2	-2	12	4
CS(=O)(=O)c1ccc(C(=O)NCC2(N3CCCCC3)CCCCC2)cc1	0.7	29*	6	0.1	-12	-8	-26	-3	-2
Cc1nn(C)c(Oc2cccc(Cl)c2)c1C(=O)Nc1ccc(F)cc1	-0.8	-1	-4	-0.2	-3	2	6	1	15
Cc1cccc(OCC(=O)NCC(=O)N=Nc2c(O)[nH]c3ccc([N+](=O)[O-])cc23)c1	-0.4	6	18	-0.1	16	2	-7	2	9
O=C(COc1coc(CN2CCN(c3ccccc3F)CC2)cc1=O)NC1CCCC1	-1.2	-1	3	0.0	-2	1	-15	0	1
CCNC(=O)CSc1nc2ccccc2c(=O)n1-c1cccc(OC)c1	-1.4	4	-7	-0.1	2	-4	8	0	10

An excerpt from above with just PP5 primary:
| SMILES | PP5 primary |
| --- | --- |
| O=C(COc1coc(CN2CCN(c3ccccc3F)CC2)cc1=O)NC1CCCC1 | -1.2 |
| Cc1nn(C)c(Oc2cccc(Cl)c2)c1C(=O)Nc1ccc(F)cc1 | -0.8 |
| CCOC(=O)c1csc(NC(=O)COc2ccc(Cl)cc2Cl)n1 | -0.5 |

Compound activity: PubChem, several laboratories

Not all compounds are listed; rates above refer to the full screens.
